High-throughput results deposited in PubChem by several laboratories.
MEP2 TOR yeast: yeast TOR pathway MEP2-GFP modulation | hit rate 0.51% among 330,000 | GFP response vs DMSO, % at 10 µM | S. cerevisiae MEP2-GFP strain, flow cytometry GFP, 3 h; 100% = DMSO control level;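 active = GFP response versus DMSO above a set limit, roughly screen mean plus 3 SD, cut at about 180% in these data; inconclusive = fewer than 70 cells counted for a yeast strain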;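 also: median GFP fluorescence of the barcode-gated MEP2-GFP cells per well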
VLA-4 inh: inhibition in a human VLA-4 binding assay | AID 2557 | hit rate 0.2% among 330,000 | inhibition, % (about 7 µM as worked out from the volumes in the protocol) | VLA-4 expressing cells, ligand binding flow cytometry; in the data active = inhibition above about 50%
AGP1 TOR yeast: alters AGP1-GFP fluorescence in TOR pathway yeast screen. S. cerevisiae AGP1-GFP multiplex flow cytometry, 3 h; GFP as percent of DMSO wells. GFP response vs DMSO, % at 10 µM. hit rate 0.02% among 320,000. AID 2066;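 active = GFP response relative to DMSO above a set limit, near screen average plus 3 SD, cut at about 150% in these data; inconclusive = fewer than 70 cells counted for the yeast strain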;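 also: median GFP channel fluorescence of the gated AGP1 strain per well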
JMJD2C inh: blocks human GASC-1 demethylase activity; Q9H3R0; GST-JMJD2C(1-420) H3K9me3 demethylation, DELFIA europium; inhibition, % at 2.35 µM; hit rate 0.069% among 330,000;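 active = more than half of a compound's replicate wells show inhibition beyond 50%, single wells judged on their own value; inconclusive = some, but no more than half, of replicates pass 50% inhibition; inactive = no replicate passes 50% inhibition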;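 also: signal counts dimethyl H3K9 product captured on neutravidin plate; 0% = median of DMSO wells and 100% = 0.3 times that DMSO median; strong numbers were not always called active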
Target sequence (Q9H3R0 1-420 limits assumed): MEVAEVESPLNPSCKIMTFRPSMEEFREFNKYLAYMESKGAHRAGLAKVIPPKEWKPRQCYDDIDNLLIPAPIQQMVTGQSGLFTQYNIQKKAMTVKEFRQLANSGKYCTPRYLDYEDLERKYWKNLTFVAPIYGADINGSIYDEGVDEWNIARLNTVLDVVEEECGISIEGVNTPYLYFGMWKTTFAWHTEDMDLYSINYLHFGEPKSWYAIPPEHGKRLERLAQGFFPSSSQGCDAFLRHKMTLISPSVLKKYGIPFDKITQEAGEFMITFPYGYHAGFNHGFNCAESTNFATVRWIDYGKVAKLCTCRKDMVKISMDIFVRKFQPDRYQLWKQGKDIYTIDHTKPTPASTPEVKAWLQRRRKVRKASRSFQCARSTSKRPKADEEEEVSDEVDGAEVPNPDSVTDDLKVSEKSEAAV
LAP4-GFP MLPCN: modulators of TOR pathway LAP4-GFP in S. cerevisiae; S. cerevisiae LAP4-GFP multiplex, flow cytometry GFP, 3 h; median GFP as percent of DMSO wells; GFP response vs DMSO, % at 10 µM; hit rate 0.34% among 320,000; AID 2023;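 active = GFP response vs DMSO above a set limit, about the screen mean plus 3 SD, cut at about 150% in these data; inconclusive = under 70 cell events counted for the yeast strain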
CIT2-GFP yeast: alters CIT2-GFP fluorescence in TOR pathway yeast screen. S. cerevisiae CIT2-GFP strain, flow cytometry, 3 h; 100 means same as DMSO wells. hit rate 0.065% among 320,000. GFP response vs DMSO, % at 10 µM. AID 2029;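 active = GFP response relative to DMSO above a set limit, near the screen mean plus 3 SD, cut at about 150% in these data; inconclusive = Fewer than 70 cells measured for a yeast strain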;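 also: ratio of well median GFP fluorescence to mean of DMSO wells on the plate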
RPL19A-GFP yeast: yeast TOR pathway RPL19A-GFP modulation; S. cerevisiae RPL19A-GFP strain, flow cytometry, 3 h; active compounds read low; percent response vs DMSO, % at 10 µM; hit rate 0.3% among 330,000; AID 2025;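 active = percent response vs DMSO below 50%; inconclusive = fewer than 70 events counted for the yeast strain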;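 also: median channel GFP fluorescence of the barcoded RPL19A-GFP strain; ratio of sample median GFP to plate DMSO average so 100% = DMSO; lower means less RPL19A-GFP as with rapamycin TOR inhibition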
GRK2 inh: blocks RNA aptamer binding to human GRK2; P25098; bead flow cytometry, FAM-aptamer displacement from GRK2; inhibition of aptamer binding, % at 10 µM; hit rate 0.59% among 330,000;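 active = inhibition of aptamer binding above 40%, roughly 3 SD of noise, on plates passing a quality check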;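 also: median bead fluorescence of bound FAM aptamer so fluorescent compounds give negative values; no value below 0 was filed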
* hit, by the source's call; ? = inconclusive; . = no result given; & = joins results of further samples; [ ] = another dose, or the depositor's remark. An unsorted share of the library. About 1.7% of those tested had a hit in this group.

SMILES	MEP2 TOR yeast	VLA-4 inh	AGP1 TOR yeast	JMJD2C inh	LAP4-GFP MLPCN	CIT2-GFP yeast	RPL19A-GFP yeast	GRK2 inh
O=C(CN1C(=O)c2ccccc2S1(=O)=O)NC1CCCCCC1	111	-14	106	1	101	107	103	0
COc1ccccc1/C=C/C(=C1/C(=O)N(c2ccccc2)N=C1C)c1ccc(C)cc1	102	10	95	-4	94	113	98	3
Cc1ccc(/C=C/C(=O)O)cc1S(=O)(=O)NC1CCS(=O)(=O)C1 (centres undefined)	95	11	98	-15	94	103	98	0
Clc1ccc(/C=C/c2nc3ccccc3[nH]2)c(Cl)c1	104	-1	89	-2	120	73	88	2
O=C(CSc1ccccc1)Nc1cccc(NC(=O)c2ccco2)c1	107	1	105	-2	105	104	102	2
Cc1sc2nc(C)n(/N=C/c3ccc(O)cc3O)c(=O)c2c1C	99	-3	100	-5	113	102	94	3
COc1ccc(NC(=S)N(CCc2ccc(OC)c(OC)c2)Cc2ccccn2)cc1	107	7	110	-10	99	101	109	0
CCOC(=O)N1CCN(C(=O)c2cnn3ccccc23)CC1	96	8	111	2	98	98	103	0
O=C(CSC1=NS(=O)(=O)c2cc(Cl)ccc2N1)NCc1ccccc1	85	1	94	79	97	83	87	2
O=C(CSc1nc2ccccc2o1)Nc1ccc(Cl)cc1	93	1	95	0	105	88	98	0
CCOc1ccc(C(=O)Nc2cccc(C(C)=O)c2)cc1[N+](=O)[O-]	105	2	110	-2	111	105	102	0
CC(C)c1ccc(N2C(=NC(=O)C3CCCO3)SC3CS(=O)(=O)CC32)cc1 (centres undefined)	80	-12	86	-1	91	97	86	1
COc1cc(C(=O)NNC(=O)c2ccc(NC(C)=O)cc2)cc(OC)c1OC	97	-4	100	6	95	100	97	0
COc1cc(OC)cc(-c2nc3ccccc3c(=O)n2OC(=O)c2ccccc2C)c1	94	10	92	1	86	95	101	2
Cn1cccc1/C=C1\SC(=O)N(c2ccc(O)cc2)C1=O	105	18	108	.	108	116	115	0
CCOc1ccc(N(CC)C(=O)c2nn(-c3ccc(OC)cc3)c(=O)c3c2c2ccccc2n3C)cc1	106	4	95	-1	91	100	100	0
O=C(c1cc2cc(Br)ccc2s1)N1CCOCC1	102	10	98	4	102	90	95	4
COc1ccc(/C=N/NC(=O)c2cccs2)c2ccccc12	98	-2	97	-17	114	101	98	1
Cc1cc2nc(-c3cccnc3SCC(=O)NC3CC3)[nH]c2cc1C	108	21	99	12	99	104	100	2
O=C(NNC1=Nc2cc([N+](=O)[O-])ccc2OC1)c1ccccc1Cl	102	4	106	2	105	100	103	0
COc1nc(NCCO)nc(Nc2ccccc2F)n1	97	-4	92	-1	87	92	88	0
Cc1ccc(N=Cc2c(O)n(C)c(=O)n(C)c2=O)nc1	116	-31	85	-3	109	100	73	2
O=C(Nc1ccc(Nc2ccccc2)cc1)c1ccccc1F	122	9	94	5	128	90	104	0
CCN(C(=O)c1c(C)cc(=O)oc1C)c1ccc2c(c1)OCO2	100	2	99	5	89	.	96	0

Quoted at random: two entries already listed, in no set order.
SMILES	MEP2 TOR yeast	VLA-4 inh	AGP1 TOR yeast	JMJD2C inh	LAP4-GFP MLPCN	CIT2-GFP yeast	RPL19A-GFP yeast	GRK2 inh
COc1nc(NCCO)nc(Nc2ccccc2F)n1	97	-4	92	-1	87	92	88	0
COc1ccc(/C=N/NC(=O)c2cccs2)c2ccccc12	98	-2	97	-17	114	101	98	1

Continuation.
SMILES	MEP2 TOR yeast	VLA-4 inh	AGP1 TOR yeast	JMJD2C inh	LAP4-GFP MLPCN	CIT2-GFP yeast	RPL19A-GFP yeast	GRK2 inh
O=c1[nH]ncc2c3ccccc3n(Cc3ccc(F)cc3)c12	235*[may fluoresce violet]	4	?	-14	62[may fluoresce violet]	?	61[may fluoresce violet]	0
C[C@H](CO)N1C[C@H](C)[C@@H](CN(C)CC2CCCCC2)Oc2c(NS(=O)(=O)c3ccc(F)cc3)cccc2C1=O	100	-7	88	.	119	85	94	3
COc1ccc(N2CCN(C(C)C(=O)N3CCCC3)CC2)cc1 (centres undefined)	106	6	108	6	111	111	104	0
CC1CCN(C(=O)CC(NC(=O)c2ccccc2Cl)c2ccccc2)CC1 (centres undefined)	100	11	99	-5	94	100	101	3
CCCCN1CN=C(Nc2nc3ccccc3o2)NC1	108	-3	105	19	99	99	106	1
COc1ccc2nc(SCC(=O)Nc3ccc4c(c3)OCCO4)[nH]c2c1	99	17	99	-4	101	101	99	75*
COc1ccc(-c2nnc(SCC(=O)Nc3ccc(Cl)cc3)n2C)cc1	93	6	94	5	92	96	98	0
Cc1cccnc1NC1(C(F)(F)F)N=C(c2ccccc2)NC1=O (centres undefined)	100	11	108	25	102	99	101	0
Cc1cc(C)nc(-n2nc(C)cc2NC(=O)c2cc3ccccc3oc2=O)n1	95	3	97	2	90	89	91	1
Cc1ccc(NC(=O)CSc2nnc(-c3ccco3)n2N)cc1F	92	9	102	2	93	98	102	0
CC(=O)Nc1sc2c(c1C(N)=O)CCN(Cc1ccccc1)C2	115	6	88	-3	100	94	79	1
CN1c2ccccc2C(=O)C(=C2SCCCS2)S1(=O)=O	96	16	98	48	103	89	99	4

6 structures out of the list, sorted by heavy-atom count, smallest number first.
SMILES	MEP2 TOR yeast	VLA-4 inh	AGP1 TOR yeast	JMJD2C inh	LAP4-GFP MLPCN	CIT2-GFP yeast	RPL19A-GFP yeast	GRK2 inh
CCCCN1CN=C(Nc2nc3ccccc3o2)NC1	108	-3	105	19	99	99	106	1
CC(=O)Nc1sc2c(c1C(N)=O)CCN(Cc1ccccc1)C2	115	6	88	-3	100	94	79	1
Cc1ccc(NC(=O)CSc2nnc(-c3ccco3)n2N)cc1F	92	9	102	2	93	98	102	0
COc1ccc2nc(SCC(=O)Nc3ccc4c(c3)OCCO4)[nH]c2c1	99	17	99	-4	101	101	99	75*
Cc1cc(C)nc(-n2nc(C)cc2NC(=O)c2cc3ccccc3oc2=O)n1	95	3	97	2	90	89	91	1
C[C@H](CO)N1C[C@H](C)[C@@H](CN(C)CC2CCCCC2)Oc2c(NS(=O)(=O)c3ccc(F)cc3)cccc2C1=O	100	-7	88	.	119	85	94	3

The list continues:
SMILES	MEP2 TOR yeast	VLA-4 inh	AGP1 TOR yeast	JMJD2C inh	LAP4-GFP MLPCN	CIT2-GFP yeast	RPL19A-GFP yeast	GRK2 inh
COc1ccc(NC(=O)CCc2c(C)nc3nc(C)nn3c2C)cc1	102	-14	97	-9	98	98	93	0
COc1ccc(C2C(C#N)=C(N)OC3=C2C(=O)CC(C)(C)C3)cc1Cn1cc([N+](=O)[O-])cn1 (centres undefined)	105	-28	106	0	88	119	108	1
CCn1cc(C(=O)N2CC=C(c3ccccc3)CC2)c(=O)c2ccc(C)nc21	104	4	107	-7	98	105	98	0
Cn1cnnc1SCCOc1ccc(Cl)cc1	125	10	100	-21	116	113	100	0
CCOC(=O)c1cc(S(=O)(=O)N2CCN(C3CCCCC3)CC2)cn1C	108	2	98	3	93	111	97	4
COC(=O)c1nc2ccc(C)cn2c1F	94	7	89	6	88	96	101	0
O=c1cc2c(nn1Cc1cccc(Cl)c1)-c1ccccc1CC2	100	2	101	-49	116	88	96	3
Cc1c(Br)c([N+](=O)[O-])nn1CC(=O)Nc1sc2c(c1C(=O)OC(C)C)CCCC2	89	-4	92	-9	.	86	91	0
O=C(CNC(=O)c1ccc(Br)cc1)c1ccc(Br)cc1	111	16	102	-13	98	102	105	0
CC(C)Cc1csc(NC(=O)C(C)C)c1C(=O)O	104	-2	94	2	107	67	94	2
CC(NS(C)(=O)=O)C(c1cccs1)N1CCN(C)CC1 (centres undefined)	109	-1	102	-3	102	101	99	2
O=C(c1ccco1)N1CCN(S(=O)(=O)c2ccc(C3CCCCC3)cc2)CC1	100	1	99	12	94	99	99	2
CC(=O)Nc1ccc(S(=O)(=O)Nc2nc3ccccc3nc2Sc2nncn2C)cc1	114	-44	112	10	110	110	107	0
NC1=NC(c2ccccc2)N=C(Nc2ccccc2)N1 (centres undefined)	102	-2	92	-5	105	97	97	0
COCCN=c1scc(C)n1/N=C/C1CC2C=CC1C2 (centres undefined)	93	6	92	1	90	84	94	0
Cc1cccc(NC(=O)C2CC(=O)N(c3ccccc3)C2)c1C (centres undefined)	106	3	109	1	101	106	99	1
O=C(COc1ccc([N+](=O)[O-])cc1)NCCC1=CCCCC1	108	13	104	1	99	99	98	0
O=C(O)c1ccc(N=NNc2cccc([N+](=O)[O-])c2)cc1	104	11	99	-5	102	94	103	2
COCCn1nnnc1CN(CCc1ccccc1)Cc1cc2ccc(C)cc2[nH]c1=O	96	26	100	7&-4	100	100	96	2
CC(C)Oc1ccc(C2CC(=O)N(c3cccc(C(=O)O)c3)C2=O)cc1 (centres undefined)	96	6	67	12	74	66	94	1
CCn1nnc(C(=O)O)c1C(=O)O	106	8	107	-25	94	99	106	1
COc1c(C)cc(Br)cc1C(=O)Nc1ccccc1C	103	3	100	4	105	95	106	2
CCOC(=O)c1c(C)n(C)c2cc([N+](=O)[O-])c(O)c([N+](=O)[O-])c12	101	-2	94	0	107	92	100	0
CC(O)CNc1nc2c(c(=O)n(Cc3ccccc3)c(=O)n2C)n1C (centres undefined)	102	-4	103	3	107	94	103	0
COc1ccccc1Nc1nc(C)c(C(=O)Nc2ccccc2)s1	88	8	88	-1	92	71	96	0
O=C(NCc1ccncc1)Nc1cccc([N+](=O)[O-])c1	99	12	104	8	97	111	102	1
O=C1NC(=O)/C(=C\c2cn(CC(=O)N3CCOCC3)c3ccccc23)S1	108	3	110	22	100	109	108	2
O=C(CCn1c(=S)[nH]c2ccccc2c1=O)NCCc1ccccc1	102	-1	96	0	100	103	101	0
CC1CC(C)(C)NC(=S)N1CCC(=O)NCCc1ccc(Cl)cc1 (centres undefined)	111[may fluoresce violet]	-4	17[may fluoresce violet]	-5	100[may fluoresce violet]	?	84[may fluoresce violet]	0
O=S1(=O)OCCC(c2ccccc2)N1Cc1ccccc1 (centres undefined)	92	15	77	-6	130	64	97	5
